# Screening data from PubChem BioAssay.
# rCAG binder: r(CAG) repeat RNA binding; inhibition, % at 3 µM; 370,000 tested, 1.3% active; TO-PRO-1 dye displacement fluorescence; AID 651821;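 active = inhibition above the plate cutoff, the mean of all test compounds on that plate plus 3 SD, cut at about 35% in these data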;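 also: 0% = DMSO alone and 100% = 100 µM mitoxantrone as full dye displacement; higher means more dye released from RNA so lower well fluorescence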
# ABHD4 inh: inhibitors of mouse ABHD4; Q8VD66; purified mABHD4, FP-Rh probe fluorescence polarization; inhibition, % at 8.92 µM; 370,000 tested, 0.54% active; AID 720543;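 active = inhibition exceeding the mean over every tested compound plus 3 SD, cut at about 30% in these data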;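 also: 0% = plate median of compound wells and 100% = S159A mutant with DMSO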
# Target sequence (Q8VD66 whole entry, looked up): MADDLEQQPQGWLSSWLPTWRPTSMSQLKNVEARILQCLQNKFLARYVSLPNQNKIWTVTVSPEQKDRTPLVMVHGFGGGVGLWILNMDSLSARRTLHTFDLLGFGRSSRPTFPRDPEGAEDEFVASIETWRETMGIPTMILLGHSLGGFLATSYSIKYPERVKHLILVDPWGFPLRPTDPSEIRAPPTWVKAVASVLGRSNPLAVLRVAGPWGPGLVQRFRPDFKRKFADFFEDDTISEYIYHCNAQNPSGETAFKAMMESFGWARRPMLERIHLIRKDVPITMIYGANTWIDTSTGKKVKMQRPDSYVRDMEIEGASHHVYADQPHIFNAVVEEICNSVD
#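 Test system: mouse ABHD4 enzyme, wild type. Reagent: FP-Rh fluorescent activity-based probe, added after compound pre-incubation. Timing: pre-incubation 45 min, probe exposure 60 min, at 25 °C. Technique: FP readout, ex 525 nm / em 598 nm. Benchmarks: high control S159A mutant with DMSO, low control median of compound wells.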
# LEDGF integ inh: blocks HIV-1 LEDGF/p75-dependent DNA integration. TR-FRET IN-LEDGF/p75 DNA integration, Eu/Cy5. inhibition, % at 3.7 µM. 370,000 tested, 0.64% active. AID 743269;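 active = inhibition above the screen-wide mean plus 3 SD, cut at about 13% in these data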;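 also: signal is the Cy5 over europium emission ratio at 671 and 618 nm; 0% = plate median of compound wells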
# MBD2 inh: inhibitors of human MBD2 binding to methylated oligonucleotide; TR-FRET; inhibition, % at 4.4 µM; 370,000 tested, 0.31% active; AID 686964; in the data active = inhibition above about 13%
# Target sequence (Q9UBB5 whole entry, looked up): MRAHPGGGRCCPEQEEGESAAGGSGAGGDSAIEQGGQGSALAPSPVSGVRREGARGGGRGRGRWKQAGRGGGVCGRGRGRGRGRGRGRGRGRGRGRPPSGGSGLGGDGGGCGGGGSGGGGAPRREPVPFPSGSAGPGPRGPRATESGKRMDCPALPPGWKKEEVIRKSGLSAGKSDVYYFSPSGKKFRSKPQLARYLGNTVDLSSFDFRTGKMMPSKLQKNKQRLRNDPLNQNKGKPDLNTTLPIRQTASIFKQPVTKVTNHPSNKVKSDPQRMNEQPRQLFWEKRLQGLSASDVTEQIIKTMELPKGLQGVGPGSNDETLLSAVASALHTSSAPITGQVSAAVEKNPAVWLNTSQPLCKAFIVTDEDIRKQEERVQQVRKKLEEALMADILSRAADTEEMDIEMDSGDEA
# NPR2 activator: GC-B (human) receptor activation; P20594; HEK293-GC-B cells, CNP EC30, cGMP TR-FRET; 0% at EC30 CNP, 100% saturating CNP; activation, % at 10 µM; 370,000 tested, 0.11% active; AID 1920062;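 active = activation at 10 µM reaching about 35% in either raw or pattern-adjusted values, limit read from the data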
# TDP2 inh: blocks human TDP2 phosphodiesterase activity. 370,000 tested, 0.34% active. O95551. recombinant TDP2, T5PNP hydrolysis, p-nitrophenol absorbance 415 nm. AID 720702. inhibition, % at 12.8 µM;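 active = inhibition above the mean of all tested compounds plus 3 SD, set per campaign, cut at about 25% in these data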;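 also: 0% = DMSO with enzyme and 100% = buffer with substrate but no TDP2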
#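 Assay system: recombinant human TDP2 / Reagent: T5PNP substrate at 5 mM, a TopII-DNA adduct mimic / Measured by: epi absorbance from released p-nitrophenol / Evaluation: % inhibition relative to enzyme-containing and enzyme-free wells / Control set: enzyme-free and DMSO wells / Replicates: each compound tested once, singlicate / Schedule: enzyme reaction with compound for 2 h at 37 °C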
# SIAE primary: blocks human sialic acid acetylesterase. SIAE FP-Rh probe binding, fluorescence polarization. inhibition, % at 9.66 µM. 370,000 tested, 0.69% active;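 active = inhibition above a cutoff: mean of compounds within the control limits plus 3 SD of those, cut at about 17% in these data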;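 also: 0% = plate median of compound wells and 100% = probe without SIAE protein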
# HTRA1 inhibitor: inhibitors of human serine peptidase HTRA1; recombinant HTRA1, FP-rhodamine activity-based probe, fluorescence polarization; inhibition, % at 5.96 µM; 340,000 tested, 0.5% active; AID 504803; in the data active = inhibition above about 36%;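 also: 0% = enzyme with DMSO and 100% = wells lacking enzyme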
# TCR-CD3 inh: blocks the human TCR-CD3 interaction. TAMRA-labeled TCR probe fluorescence, biochemical. inhibition, % at 9.4 µM. 360,000 tested, 0.37% active; in the data active = inhibition above about 19%;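 also: recombinant mutant TCR 2C K166C tagged with TAMRA read by polarization; 0% = receptor in buffer alone and 100% = receptor with positive control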
# PRMT1 inh: inhibitors of human PRMT1; Q99873; recombinant PRMT1, activity-based probe fluorescence polarization; inhibition, % at 2.79 µM; 370,000 tested, 1.3% active; AID 652257;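 active = inhibition above about 21% made by adding two undisclosed values, limit read from the data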
# * hit, by the source's call; / = no result given. Not all compounds are listed; count on the stated rates, not on these rows.
# Results follow in this order: rCAG binder	ABHD4 inh	LEDGF integ inh	MBD2 inh	NPR2 activator	TDP2 inh	SIAE primary	HTRA1 inhibitor	TCR-CD3 inh	PRMT1 inh
Cc1cccc(NNC(N)=S)c1
  1	0	-2	-3	-1	7	6	7	-2	-1
CCOC(=O)Cn1c(=O)oc2cc(S(=O)(=O)N3CCN(C(=O)c4ccco4)CC3)ccc21
  -4	-1	5	-3	4	-3	2	4	4	-3
COc1ccc(NC(=O)CN(C)C(=O)CCSc2ccc(C)cc2)cc1
  -2	0	2	6	2	-7	14	-8	-4	2
O=C(NCCCN1CCN(c2cccc(Cl)c2)CC1)C1(S(=O)(=O)c2ccc(Cl)cc2)CC1
  -8	12	-1	2	-5	9	3	0	0	-1
Cc1cc(=O)[nH]c(-c2ccc(C(F)(F)F)cc2)n1
  0	-1	2	2	-2	5	-7	2	-5	-1
Cc1cccc(NC(=O)NNC(=O)c2cc3occc3[nH]2)c1C
  7	9	-1	1	4	3	7	22	11	5
O=C(CN1C(=O)NC2(CCCCC2)C1=O)NCC(=O)Nc1ccc(F)c(F)c1
  0	0	0	0	0	-1	1	0	-3	1
COc1ccc(C(=O)CSc2nnc(NC(=O)C3CC(=O)N(c4ccccc4C)C3)s2)cc1 (stereo unspecified)
  20	-10	4	1	-2	4	-4	-27	7	2
COc1cccc(CNC(=O)CCC2CCCN(C(=O)c3ccccc3N(C)C)C2)c1 (stereo unspecified)
  -7	3	2	-5	0	3	-4	1	12	2
Cc1ccc(NC(=O)C2C(=O)N(CCO)C3(C)CC2c2ccccc2O3)cc1 (stereo unspecified)
  -3	2	0	1	4	-6	4	1	0	0
O=C(CSc1n[nH]c(-c2ccncc2)n1)Nc1ccccc1C(F)(F)F
  -2	-2	-5	8	3	6	1	-1	-4	0
Cc1ccc(S(=O)(=O)N2CCC(C(N)=O)CC2)cc1C(=O)NC1CCCCC1
  -2	4	-1	-3	4	5	-4	8	3	-2
CCC(C)(C)NC(=O)CN(Cc1ccc2c(c1)OCO2)C(=O)CCC(=O)Nc1ccccn1
  -5	-3	0	0	1	0	-1	0	1	-2
CCCN1C/C(=C/c2cccc([N+](=O)[O-])c2)C(=O)/C(=C/c2cccc([N+](=O)[O-])c2)C1
  6	5	-3	2	-8	1	5	-5	2	1
N#C/C(=C\c1cccs1)C(=O)Nc1nccs1
  0	3	3	-1	0	-10	3	-1	9	2
C=CCNC(=O)/C(C#N)=C/c1cn(-c2ccccc2)nc1-c1cccs1
  0	-1	3	3	5	5	-6	-1	1	0
CCOC(=O)C1=NNC(C(=O)c2ccccc2)C1c1ccc(Cl)cc1 (stereo unspecified)
  1	-10	-6	4	-7	-16	-10	-11	-1	6
COc1ccc(C(=O)C(Sc2nnc(C)c(=O)[nH]2)c2ccc(OC)cc2)cc1 (stereo unspecified)
  25	-4	-2	-7	-8	8	-2	-4	-8	2
CCCC(=O)N=C1SC2CS(=O)(=O)CC2N1c1ccc(CC)cc1 (stereo unspecified)
  2	-4	1	-4	-3	10	-1	2	5	3
CCOC(=O)C1CCN(c2ncnc3c2cnn3-c2ccc(OC)cc2)CC1
  -1	2	0	-2	0	-1	-3	10	1	0

# Some entries already given, showing only ABHD4 inh, rCAG binder and MBD2 inh.
SMILES	ABHD4 inh	rCAG binder	MBD2 inh
CCCC(=O)N=C1SC2CS(=O)(=O)CC2N1c1ccc(CC)cc1 (stereo unspecified)	-4	2	-4
CCOC(=O)C1CCN(c2ncnc3c2cnn3-c2ccc(OC)cc2)CC1	2	-1	-2

# More compounds follow.
# Results follow in this order: rCAG binder	ABHD4 inh	LEDGF integ inh	MBD2 inh	NPR2 activator	TDP2 inh	SIAE primary	HTRA1 inhibitor	TCR-CD3 inh	PRMT1 inh
Cc1n[nH]c(=O)nc1NCc1ccc(Cl)cc1
  2	1	2	0	1	7	0	12	-3	5
COc1ccc(CC(=O)Nc2ccc3nc(C)sc3c2)cc1OC
  3	2	2	-1	-4	4	4	10	-2	0
Cc1ccc(C(=O)NCCCNCCCNC(=O)c2ccc(C)nc2)cn1
  -1	1	-1	-1	0	4	-2	8	13	-2
Brc1ccc(OCCOCCN2CCOCC2)cc1
  -4	-5	1	7	5	3	-5	-3	-8	3
Cc1ccc(-n2c(=O)c(C#N)cc3c(=O)n4cccc(C)c4nc32)cc1
  1	1	0	-6	5	2	2	-4	7	1
CCc1c(C)nc(SCC(=O)N2CCN(c3ccccc3OC)CC2)[nH]c1=O
  -6	6	3	5	5	-18	1	5	2	-5
COc1ccccc1CN1C(=S)SC(C)(C)C1NO (stereo unspecified)
  6	-29	1	-7	-11	-15	-1	-5	-7	0
Cc1ccccc1C(=O)c1c[nH]c(C(=O)NCCc2ccccn2)c1
  -7	7	22*	4	-1	8	7	-1	-7	3
Cc1[nH]n(-c2ccccc2)c(=O)c1N=Nc1cccc(Cl)c1
  -2	4	-3	-4	-10	-9	-4	10	0	1
C=C(C)CNC(=S)N1CCNC(=O)C1CC(=O)OC (stereo unspecified)
  -2	1	0	-3	0	-15	-2	1	4	-2
Cc1ccc(NC(=O)c2cnccn2)cc1
  -2	-3	-4	3	-1	-1	-6	2	-2	6
CCC(=O)NCCNc1nc2cc(C)c(C)cc2cc1C#N
  0	-2	1	-4	0	10	3	0	7	2
O=C(Cc1ccc(Br)cc1)Nc1ccc(Cl)cc1
  -1	0	-4	-1	3	0	-1	-12	-2	-4
CC(C)(C)OC(=O)C[C@H]1C/C=C\C[C@@H](CC(=O)NCCO)C(=O)NC[C@H](c2ccccc2)OC1=O
  -2	2	-1	-2	0	11	7	1	-1	-3
Cc1ccc(Cl)cc1N1CCN(C(=O)CNC(=O)c2ccc(Br)o2)CC1
  1	8	-2	4	-7	3	3	-27	-10	2
CCOC(=O)N1CCC(NS(=O)(=O)c2ccc(C)c(Cl)c2)CC1
  -5	-4	2	3	5	-7	-5	/	-5	2
CCOC(=O)c1c(NC(=O)COc2ccc3ccc(=O)oc3c2)sc(C(=O)N(C)C)c1C
  -1	5	0	4	5	11	8	-1	1	-1
C[C@H](NC(=O)c1ccc(Cl)cc1)C(=O)NCCc1ccc(S(N)(=O)=O)cc1
  0	0	-2	2	-1	3	0	4	-7	4
Cc1c(C(=O)O)cccc1-n1c(C)cc(/C=C(/C#N)C(=O)NCc2ccccc2)c1C
  8	-5	2	1	0	0	2	/	-7	5
COCCCn1cc(CN2CC(N3CCN(CCN(C)C)CC3)CS2(=O)=O)nn1 (stereo unspecified)
  2	0	3	8	0	13	3	/	1	1
Cc1ccc2nc(-c3ccc(-c4ccccn4)s3)cn2c1
  4	1	2	-8	0	15	1	-4	-1	-1
O=C(COC(=O)CN=C1NS(=O)(=O)c2ccccc21)Nc1ccccc1OC(F)F
  2	0	0	0	-1	-7	-3	1	-1	-4
COc1ccc2cc(-c3cccc4[nH]cc(C)c34)ccc2c1
  9	-7	-1	2	0	3	5	/	/	6
CCOc1cc(Br)c(C(C)NC(=O)c2cccnc2)cc1OCC (stereo unspecified)
  -3	-8	1	-2	-3	-22	-4	/	-2	-4
Cc1nc(SCc2nc3ccc(C(F)(F)F)cc3[nH]2)c2oc3ccccc3c2n1
  14	-65	1	0	5	-4	-76	-80	4	-1
Cc1cccc(N2CCN(C(=O)c3nn(C)c4c3CS(=O)(=O)c3ccccc3-4)CC2)c1C
  0	-4	0	6	4	-2	-5	-1	3	-10
C/C(CCC(C)C)=N\NC(=O)COc1ccccc1-c1ccccc1
  -1	-7	1	2	-2	15	-2	-19	3	1
COc1cc(C(=O)NCc2ccco2)cc(OC)c1OC
  -2	3	-8	-6	-3	-15	8	3	5	-1
COc1ccc(CCC(=O)NNC(=O)c2ccc(OC)cc2)cc1
  0	-4	-1	5	1	-1	12	5	-7	3
COc1ccc(Nc2nc(N)nc(COc3ccc(OC)cc3)n2)cc1
  -4	-2	-2	0	-2	3	4	-4	2	-3
N/C(=N\OC(=O)c1ccc(F)cc1)c1cccc([N+](=O)[O-])c1
  -2	-6	2	-5	-4	11	11	-4	6	-6
COCCCNC(=S)N(Cc1ccccc1)Cc1ccccc1
  -7	-3	2	-4	-2	-2	-1	-3	11	-1
COc1ccc(NC(=O)CCCc2c[nH]c3ccccc23)cc1OC
  2	-1	4	-3	3	-6	6	6	-1	-1
CC(=O)Nc1nnc(SCc2ccc(C(=O)Nc3ccccc3F)cc2)s1
  2	-4	1	2	2	9	-3	-2	-3	-2
Cc1ccc(NC(=S)N2CCC(NC(=O)c3ccc(F)cc3)CC2)cc1C
  1	5	2	-1	-7	-11	8	-3	-3	-6
CN(CCO)C1CN(Cc2cn(Cc3ccccc3F)nn2)S(=O)(=O)C1 (stereo unspecified)
  -1	15	4	1	0	2	-1	/	/	-2
O=C(COC(=O)c1ccc[nH]c1=O)Nc1cc(S(=O)(=O)N2CCCCCC2)ccc1Cl
  -3	0	-4	2	-4	6	2	-1	-1	-1
CCC(=O)N1CCc2cc(Br)cc(S(=O)(=O)C3(C(=O)OC)CC3)c21
  0	3	-2	-6	1	-8	-1	2	6	-3
CC1(C)Cc2c(cnn2-c2ccc(F)cc2)C(NC(=O)CN2CCCCC2=O)C1 (stereo unspecified)
  -8	5	-1	-2	3	4	2	8	0	2
O=C(Nn1c(C2CCC2)nc2ccccc2c1=O)C1CCC1
  -1	4	0	-1	3	9	-7	3	5	3
CCOC(=O)Cn1nc(-c2ccc(F)cc2)oc1=O
  0	0	0	-4	-1	8	8	1	1	0
CNC(=O)c1cc2c(s1)-c1ccccc1CC2
  -1	5	-3	3	1	7	-4	-8	-2	3
CC(C(=O)Nc1ccccc1C(F)(F)F)N1CCN(C)CC1 (stereo unspecified)
  -2	4	-3	7	0	0	-3	5	1	8
O=C(COC(=O)c1ccco1)NC(c1ccccc1)c1ccccc1
  -2	1	-4	0	0	-3	-4	-20	5	-3
CC(=O)N1CCc2cc(S(=O)(=O)CCC(=O)N3CCN(c4ccccn4)CC3)ccc21
  -4	3	0	2	1	5	-3	1	5	-2
O=C(CC(=O)Nc1ccc(Br)cc1)Nc1ccc(Br)cc1
  0	2	-1	-1	1	-11	-11	-6	-1	-1
O=C(Nc1ccc(F)cc1)c1ccc(-n2cncn2)c([N+](=O)[O-])c1
  -4	0	1	-4	-3	4	-1	1	8	0
N#CC[C@H](Cc1ccccc1)N1CCN(CCc2ccccc2)CCC1=O
  0	4	2	-1	2	14	1	4	-7	2
Cn1nc(C(=O)OCC(=O)Nc2cccc(S(=O)(=O)N3CCCC3)c2)c2ccccc2c1=O
  7	0	-2	-5	-2	9	-5	-3	3	2
CCCn1c(N)c(C(=O)CSc2nnc(-c3ccoc3C)n2C)c(=O)n(C)c1=O
  -2	5	-3	-1	-6	8	6	2	-5	1
COc1ccc(Cl)cc1NC(=O)CN(C)C(=O)Cc1ccsc1
  -7	-4	2	4	0	-11	1	-1	1	0
